Screening results: PubChem, National Center for Advancing Translational Sciences (NCATS)
SNCA viab count: cell viability loss counter-screen. HEK-293-SNCA-luc viability, GF-AFC fluorescence, 24 h. Potency, µM (titrated, usually from 57.1 µM), without a hit: at the top dose activity change, negative = cytotoxicity, usual class: cytotoxic. AID 1671193. 150,000 compounds, 0.12% hits;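 note: potency is the fitted concentration of half-maximal effect; 0% = DMSO-treated cells and -100% = medium-only wells without cells; nearly all actives have a fitted effect of over 30% in size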
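HEK-293-SNCA-luc cells (1500/well) plated 24 h, then exposed 24 h to a dilution series; GF-AFC added 30 min at 37C, fluorescence 405/540 nm; normalised to medium-only and DMSO wells, Hill fit.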
NIH3T3 tox: NIH 3T3 cell cytotoxicity | NIH 3T3 viability, CellTiter-Glo ATP luminescence, 48-72 h | Potency, µM (top dose mostly 96.7 µM), for inactives: at the highest dose activity change, negative = cytotoxicity, usual class: inhibitors | 94,000 compounds, 4.3% hits; note: potency is the fitted concentration of half-maximal effect; nearly all actives have a fitted effect of over 55% in size
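Viability of NIH 3T3 cells after 48 or 72 hr compound treatment at 37 °C was assessed by CellTiter-Glo, with luminescence imaged following a 10 min room-temperature step.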
IP6K1 inh: blocks human inositol hexakisphosphate kinase 1; Q92551; 140,000 compounds, 0.81% hits; AID 1645851; IP6K1 kinase, ADP-Glo luminescence, 2 h; stronger effect = lower value; activity change, % (series mostly up to about 58 µM); in the data active = activity change below about -25%
Target sequence (Q92551 whole entry, looked up): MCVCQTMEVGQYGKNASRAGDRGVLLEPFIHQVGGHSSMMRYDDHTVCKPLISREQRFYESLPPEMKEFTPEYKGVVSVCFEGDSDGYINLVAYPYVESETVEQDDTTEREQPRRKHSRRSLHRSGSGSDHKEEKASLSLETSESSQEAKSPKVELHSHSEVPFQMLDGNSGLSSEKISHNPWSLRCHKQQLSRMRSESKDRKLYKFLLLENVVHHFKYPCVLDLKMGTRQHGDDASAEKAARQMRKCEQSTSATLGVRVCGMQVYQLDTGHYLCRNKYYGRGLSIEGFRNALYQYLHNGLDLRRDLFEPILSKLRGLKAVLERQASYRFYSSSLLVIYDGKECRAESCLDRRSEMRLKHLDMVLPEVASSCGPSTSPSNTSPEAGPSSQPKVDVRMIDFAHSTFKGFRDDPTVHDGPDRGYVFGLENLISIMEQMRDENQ
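ADP-Glo luminescence measures ADP made by human IP6K1 during a 2 h RT reaction with ATP/IP6 (mix at 1.3 mM/130 uM); top library doses 57.5 and 19.1 uM final.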
HEK cytotox: kills HEK 293 cells; HEK 293 viability, ATP luminescence (CellTiter-Glo), 48-72 h; Potency, µM (series often up to 115 µM), without a hit: top-dose activity change, negative = cytotoxicity, most hits filed as inhibitors; 94,000 compounds, 6.6% hits; note: potency is the fitted concentration of half-maximal effect; nearly all actives have a fitted effect of over 60% in size
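HEK 293 cells seeded at 250 cells/well were exposed to compound for 48 or 72 hr at 37 degree Celsius. Viability taken as ATP content by CellTiter-Glo luminescence.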
FLuc inh: inhibitors of firefly (Photinus pyralis) luciferase | Potency, µM (top dose mostly 115 µM), inactives show at the top dose activity change, negative = inhibition, hits mostly inhibitors | P08659 | purified P. pyralis luciferase, luminescence, biochemical | 76,000 compounds, 2.5% hits; note: potency is the fitted concentration of half-maximal effect; nearly all actives have a fitted effect of over 65% in size
Target sequence (P08659 whole entry, looked up): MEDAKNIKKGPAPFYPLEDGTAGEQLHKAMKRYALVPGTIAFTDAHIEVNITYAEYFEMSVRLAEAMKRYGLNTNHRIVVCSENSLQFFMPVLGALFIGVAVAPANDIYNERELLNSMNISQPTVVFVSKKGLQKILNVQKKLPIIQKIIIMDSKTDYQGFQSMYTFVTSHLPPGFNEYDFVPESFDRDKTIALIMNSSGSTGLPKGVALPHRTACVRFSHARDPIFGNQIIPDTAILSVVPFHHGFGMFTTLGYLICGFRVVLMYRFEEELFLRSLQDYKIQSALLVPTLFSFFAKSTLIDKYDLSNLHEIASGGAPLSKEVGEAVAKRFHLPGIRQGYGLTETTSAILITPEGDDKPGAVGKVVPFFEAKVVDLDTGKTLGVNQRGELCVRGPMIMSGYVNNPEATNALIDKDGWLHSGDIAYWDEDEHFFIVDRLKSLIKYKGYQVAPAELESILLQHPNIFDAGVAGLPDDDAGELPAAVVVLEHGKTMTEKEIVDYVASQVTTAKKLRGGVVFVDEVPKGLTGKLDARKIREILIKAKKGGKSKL
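Purified 10nM P. pyralis luciferase with 10uM D-luciferin and 10uM ATP in 50mM Tris acetate pH 7.5, 10mM Mg acetate, 0.01% Tween-20, 0.05% BSA. qHTS titration; luminescence read by CCD imager.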
SNCA expr inhib: reduces expression of the alpha-synuclein gene; HEK-293 SNCA-luciferase knock-in, luminescence, 24 h; Potency, µM (series often up to 57.2 µM), inactives show at the top dose activity change, negative = inhibition, hits mostly inhibitors; 140,000 compounds, 0.17% hits;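 note: potency is the fitted concentration of half-maximal effect; plate controls were DMSO cells for no effect and cell-free wells for full effect; nearly all actives have a fitted effect of over 45% in size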
GPT2 inh: blocks human glutamate pyruvate transaminase 2; Recombinant GPT2, coupled pyruvate oxidase/HRP Amplex Red fluorescence; AID 1671188; 100,000 compounds, 0.25% hits; Q8TD30; Potency, µM (series often up to 57.7 µM), for inactives: top-dose activity change, negative = inhibition, usual class: inhibitors; note: potency is the fitted concentration of half-maximal effect; nearly all actives have a fitted effect of over 60% in size; many of its hits are not listed in these tables
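Fluorescence of coupled pyruvate oxidase/HRP/Amplex Red system (50uM Amplex, 30 min, dark) reports pyruvate formed by GPT2. Enzyme reaction: 10ng/uL GPT2, 2mM L-alanine, 250uM a-KG, 30 min room temperature, pH 7.5; 50uM AOA control.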
The depositor's hits bear a star; i = inactive; ? = inconclusive; . = not tested or not shown; & = joins results of further samples; [ ] = dose if it differs, or a comment. Unless noted, calls come from the whole dose curve; as a rule, active = well fitted curve in the direction sought with a large enough effect; inconclusive = small, poorly fitted or top-dose-only effect, or another doubt; inactive = no such curve, though single readings can be large; an effect the other way counts as inactive or inconclusive. Unless noted, % is set by controls: 0 for no effect and ±100 for the full control effect.

Second line of a record – GPT2 inh, SNCA expr inhib, NIH3T3 tox, SNCA viab count, IP6K1 inh, FLuc inh, HEK cytotox
O=C(c1cn2c(n1)CN([S+](=O)([O-])c1cccc(C(F)(F)F)c1)CC2)N1CCOCC1
    i, -7%, -14%, -6%, 6, ., 0%
CN1CCC2(CC1)CN(C(=O)Cc1cccs1)Cc1ccccc1O2
    4%, -23%, ?, -7%, 8, -5%, -28%
Cc1cc(C)cc(-n2c(SCC(=O)N3CCCCC3)nc3c([nH]c4ccccc43)c2=O)c1
    ., -6%, ., -6%, -9, ., .
COc1c(C)cc(S(=O)(=O)NCCc2c(C)[nH]c3ccccc23)c(C)c1C
    ., -29%, ., -4%, 35, ., .
CCCCc1nc(C)cc(NCCNC(=O)C2CC3(CCNCC3)CN2)n1 (centres undefined)
    2%, 7%, -6%, -6%, 1, -1%, 4%
O=C(c1ccc2c(Cl)c3c(nc2c1)CCCC3)N1CCN(c2cccc(Cl)c2)CC1
    ., 0%, ., 3%, -3, ., .
CCc1cnc(N2CCC(c3nc(COc4ccc(-n5cnnn5)cc4)cs3)CC2)nc1
    i, ., ., -33%, -8, ., .
O=C([C@H]1C[C@@H](F)CN1S(=O)(=O)c1ccc(F)c(Cl)c1)N1CCOCC1
    i, -25%, -1%, -25%, 6, 1%, 19%
CCc1ccccc1NC(=O)c1cc(S(=O)(=O)NCCc2ccc(OC)c(OC)c2)ccc1F
    ., -18%, ., 4%, -9, ., .
Cn1c(=O)oc2cc(S(=O)(=O)N3CCC(C(=O)NCc4ccccc4Cl)CC3)ccc21
    ., -1%, ., 7%, 2, ., .
Cc1cc(C)cc(NC(=O)C2CCCN(c3nnc(C)c4c(C)n(-c5ccccc5)nc34)C2)c1 (centres undefined)
    ., -27%, ., -14%, 5, ., .
CC(C)OC(=O)c1ccc(NC(=O)CSc2nc(-c3cccs3)cc(C(F)(F)F)n2)cc1
    ., 24%, ., -15%, 13, ., .
COc1ccc(Oc2c(Cl)cnn(-c3cc(C)cc(C)c3)c2=O)cc1
    -1%, ., ., -15%, 7, ., .
CC(C)(C)OC(=O)N1CCC(c2c(C(=O)N3CCN(c4ccccc4F)CC3)cnn2C(C)(C)C)CC1
    ., -14%, ., -4%, -1, ., .
CN(Cc1ccccc1)C(=O)CCc1ccnc(N2CCOCC2)c1
    0%, 33%[activator], 2%, 4%, 1, 3%, 0%
CC(Oc1ccc(F)cc1)C(=O)N1CCC(c2nc3ccccc3s2)CC1 (centres undefined)
    ., -17%, ., -1%, -24, ., .
CCn1cc(S(=O)(=O)c2cccc(Cl)c2)c(=O)c2cc(F)c(N3CCN(c4ccccc4)CC3)cc21
    ., 2%, ., -9%, -10, ., .
CCC(C(=O)OCc1cc(=O)n2nc(CCOC)sc2n1)c1ccccc1 (centres undefined)
    ., 7%, ., 4%, 1, ., .
CC(NC(=O)c1ccc(OC2CCN(S(=O)(=O)N(C)C)CC2)cc1)c1ccc(F)cc1 (centres undefined)
    i, 17%, ?, -3%, 0, ?, ?
CCOC(=O)c1c(C)[nH]c(C)c1S(=O)(=O)N1CCCC(C(=O)NCc2cccc(OC)c2)C1 (centres undefined)
    ., -23%, ., -2%, -3, ., .
Cc1cc(F)ccc1NC(=O)CCS(=O)(=O)c1ccc2c(c1)NC(=O)CO2
    ., -12%, ., 1%, -6, ., .
O=C(NCC1(COc2cnccn2)C[C@@H](O)[C@@H](O)C1)C1CCCC1 (some centres undefined)
    i, 1%[87.6 µM], -5%[174 µM], 6%[87.6 µM], -12, -14%[172 µM], -6%[172 µM]
COc1cc2c(=O)n(Cc3ccccc3Cl)c(=O)n(CC(=O)Nc3ccc(C)c(C)c3)c2cc1OC
    ., 28%, ., -14%, -3, ., .
O=C1CCC2(CNC(=O)c3ccoc3)CCC=C2N1 (centres undefined)
    1%, -12%, -3%, 12%, -5, 6%, 4%
COc1cc(NC(=O)c2ccc3c(c2)N(C)C2CCCN2C3=O)cc(OC)c1 (centres undefined)
    i, 67%[activator], -12%, 7%[12.5 µM], 27, -25%, ?
COC(=O)NC1CCN(c2nccc(Nc3ccc(OC)cc3)n2)CC1
    i, 5%, -33%, 5%[12.5 µM], -3, ., ?
O=C(Cc1ccccc1)NC1CC(=O)N(c2ccccc2)C1 (centres undefined)
    ., -9%, ., -4%, 2, ., .
COc1ccc(-n2nc(C(=O)Nc3ccc(Cl)cn3)c3c4ccccc4n(C)c3c2=O)cc1Cl
    ., -5%, ., 4%, 2, ., .
COC(=O)c1ccc(C(=O)OC)c(NC(=O)c2c(-c3ccccc3)c(-c3ccccc3)nn(C)c2=O)c1
    ., ?, ., -24%, 13, ., .
COc1ccc(-c2noc(-c3cccn3CC(=O)Nc3cccc(Cl)c3)n2)cc1F
    i, 39%[activator], i, -3%, 4, 3%, 3%
COCCNC(=O)c1noc(-c2ccccc2F)n1
    i, 69%[activator], -4%, 3%, 15, ?, 2%
CC(=O)NCC(=O)N1CC[C@@H]2COCCN(Cc3cccnc3)[C@@H]2C1
    i, 7%, -25%, 10%, -3, -2%, -9%
COc1ccc(N2CCN(C(=O)c3cc4c(s3)-c3ccccc3OC4)CC2)cc1
    ., -10%, ., 1%, 42, ., .
COC(=O)Nc1cc(Nc2cc(NC3CC3)c3ncc(C#N)n3n2)c(Cl)c(N2CCN(C)CC2)c1
    -1%, -6%, ., ?, ., ., .
CCOC(=O)CNC(=O)c1ccc2c(c1)N(S(C)(=O)=O)CC2
    -5%, -4%, i, -6%, -8, 1%, 12%
CCN(CC)S(=O)(=O)c1ccc2c(c1)c(=O)c(C(=O)N1CCN(c3cccc(C)c3)C(C)C1)cn2C (centres undefined)
    ., ?, ., 1%, 8, ., .
O=C(Nc1cccc(-c2nnc3n2CCCC3)c1)c1ccn[nH]1
    i, 53%[activator], 4%, 9%, 0, 0%, 16%
CN(C)C[C@@H]1CN(c2ncccn2)C[C@H]1NC(=O)c1c(F)cccc1F
    -7%, -17%, 3%, -2%, 5, -2%, 0%
CCOC(=O)[C@@H]1[C@@H](O)C(=O)N(Cc2ccccc2)C12CCN(C(=O)N(C)C)CC2
    ., ., ?, ., -2, ., -3%
COC(=O)C1=C(c2ccccc2)c2ccccc2S(=O)(=O)N1CC(=O)Nc1ccc(F)c(F)c1
    ., 11%, ., -6%, -5, ., .
CC(C)c1nncn1C1CCN(S(=O)(=O)c2cccs2)CC1
    i, -1%, -8%, 3%, -12, 3%, -3%
COc1cc(OC)cc(C(=O)Nc2ccc(S(=O)(=O)Nc3cc(C)nc(C)n3)cc2)c1
    ., 17%, ., 8%, 10, ., .
Cc1cn2c(=O)c(S(=O)(=O)NCCc3ccc(Cl)cc3)c(C)nc2s1
    ., 13%, ., 4%, -6, ., .
Cc1cc(C)c(CNC(=O)c2cc(-c3ccnn3C)cc3c2OCCN3C(C)C)c(=O)[nH]1
    -29%[88.5 µM], 13%[87.6 µM], ?, -1%[87.6 µM], -16, -5%[172 µM], ?
Cc1ccccc1Cn1nnc2sc3c(c2c1=O)CCCC3
    ., 2%, ., 2%, 7, ., .
COc1ccc(-c2nc(CS(=O)(=O)CC(=O)NCc3ccccc3Br)c(C)o2)cc1
    ., 40%[activator], ., 4%, 12, ., .
O=C(c1ccc2c(c1)ncn2CCO)N1CCCn2nc(CO)cc2C1
    i, -19%, 5%, -21%, 27, -8%, i
Cc1noc(C)c1-c1cc2c(cc(C)n2CCN(C)C)c(-c2ccsc2)n1
    -1%[88.5 µM], -1%[87.6 µM], ?, -10%[87.6 µM], -12, -14%[172 µM], -5%[172 µM]
CCN(CC)CCCCNc1ncc2cc(-c3cc(OC)cc(OC)c3)c(NC(=O)NC(C)(C)C)nc2n1
    i, -12%, ., ?, ., ., .
Cc1ccc2c(c1)N1C(=O)OC[C@@H]1CCN(Cc1ccccn1)C2
    -8%[88.5 µM], 2%[87.6 µM], -2%[174 µM], -10%[87.6 µM], -9, -4%[172 µM], -1%[172 µM]
Cc1ccc(C)c(Nc2ncnc3onc(C)c23)c1
    ., 12%, ., 2%, 2, ., .
Cc1ccc(S(=O)(=O)NC[C@H]2O[C@@H](CO)[C@@H](O)[C@H]2N2CCN(c3ccccn3)CC2)cc1
    -3%, 10%, 3%, -2%, 12, -2%, -3%
COc1ccc(C2NC(=O)NC(C)=C2C(=O)Nc2ccccc2)cc1OC (centres undefined)
    ., 42%[activator], ., ?, -1, ., .
C[C@]1(O)CCN(C(=O)c2cnc(C3CC3)nc2)C[C@@H]1O
    -13%, 14%, 2%, 4%, 3, 0%, -17%
CN(C)c1cccc(C(=O)N[C@@H]2COCC[C@H]2Oc2ccc(CO)cc2)c1
    3%, 0%, i, -5%, -4, 4%, -5%
C=CCn1nc(C)c(CN2CCC(Oc3ccccc3OC)(C(=O)O)CC2)c1C
    -21%, 0%, -10%, -14%, 4, 4%, 2%
O=C(N[C@H]1CO[C@H]2[C@@H]1OC[C@@H]2Nc1nccc(C2CCCC2)n1)c1ccccc1
    3%[88.5 µM], 1%[87.6 µM], -46%[174 µM], ?, -1, -9%[172 µM], 63µM*
O=C(c1ccc2c(c1)OCO2)N1CCCN(c2cc(-c3ccc(F)cc3)[nH]n2)CC1
    -26%, -14%, -17%, -4%, 0, 3%, ?
c1cc2nc(C3CCNC3)[nH]c2cn1 (centres undefined)
    -20%&-7%[88.5 µM], 1%&3%[87.6 µM], -18%&-4%[174 µM], 3%&-7%[87.6 µM], 0&-8, -18%[230 µM], -1%&-7%[230 µM]
O=C(O)CCC(=O)N1Cc2ccccc2CC2(CCCN2CC2CCNC2)C1 (centres undefined)
    i, ?, -7%, -2%, 2, ., -6%
COCCNC(=O)CC[C@]12CC[C@](C)(O)C[C@H]1C(C)(C)C[C@@H]2NC1CCN(C(C)=O)CC1
    -40%, 40%[activator], -9%, 1%, 10, -7%, 5%
CNC(=O)c1cc(C2CC2)nc2onc(C3CCN(C(C)=O)CC3)c12
    ., ., 2%[138 µM], ., -11, ., i
COc1ccc(Cn2c(C3CCN(C(=O)c4cc(Cl)ccc4F)CC3)n[nH]c2=O)cc1
    i, 1%, -31%, -7%, -6, -1%, ?

3 entries out of the list, ordered by molar mass, largest number first:
Second line of a record – GPT2 inh, SNCA expr inhib, NIH3T3 tox, SNCA viab count, IP6K1 inh, FLuc inh, HEK cytotox
COc1ccc(Cn2c(C3CCN(C(=O)c4cc(Cl)ccc4F)CC3)n[nH]c2=O)cc1
    i, 1%, -31%, -7%, -6, -1%, ?
CCOC(=O)[C@@H]1[C@@H](O)C(=O)N(Cc2ccccc2)C12CCN(C(=O)N(C)C)CC2
    ., ., ?, ., -2, ., -3%
COCCNC(=O)c1noc(-c2ccccc2F)n1
    i, 69%[activator], -4%, 3%, 15, ?, 2%
